Source: PubChem BioAssay
KCNQ1 act – human KCNQ1 channel potentiation or activation; B-score at 10 µM; P51787; CHO-K1 KCNQ1, thallium flux FluxOR fluorescence; hits give high values; 310,000 tested, 0.35% active;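 active = fluorescence ratio B-score, a plate-corrected score, at least three library SD, with initial intensity B-score within 5 SD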
Target sequence (P51787 whole entry, looked up): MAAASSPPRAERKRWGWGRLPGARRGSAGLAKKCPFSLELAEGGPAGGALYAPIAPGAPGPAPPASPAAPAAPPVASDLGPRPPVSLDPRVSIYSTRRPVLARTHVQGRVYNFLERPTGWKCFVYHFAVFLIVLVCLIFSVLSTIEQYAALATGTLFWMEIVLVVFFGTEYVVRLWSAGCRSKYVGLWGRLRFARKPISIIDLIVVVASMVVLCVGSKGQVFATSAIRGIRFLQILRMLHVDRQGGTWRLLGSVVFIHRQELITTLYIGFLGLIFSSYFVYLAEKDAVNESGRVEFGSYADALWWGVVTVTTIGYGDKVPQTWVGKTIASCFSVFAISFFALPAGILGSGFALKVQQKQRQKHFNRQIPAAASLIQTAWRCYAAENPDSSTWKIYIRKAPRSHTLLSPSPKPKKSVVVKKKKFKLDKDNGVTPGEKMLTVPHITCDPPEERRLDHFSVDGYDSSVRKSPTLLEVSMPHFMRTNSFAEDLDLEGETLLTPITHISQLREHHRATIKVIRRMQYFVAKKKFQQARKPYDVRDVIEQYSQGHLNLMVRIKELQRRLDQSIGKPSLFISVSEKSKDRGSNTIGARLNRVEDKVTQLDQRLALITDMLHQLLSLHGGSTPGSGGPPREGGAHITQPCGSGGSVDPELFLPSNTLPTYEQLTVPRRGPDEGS
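System: CHO-K1 cells stably expressing KCNQ1 / Medium: assay buffer for compound exposure, DMSO matched across wells / Reagent: thallium- and potassium-containing depolarizing buffer / Compound: one concentration, matched DMSO / Incubation: 20 min compound pretreatment at room temperature / Measured by: kinetic FluxOR fluorescence, 10 s baseline plus 110 s post-stimulus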
hERG rescue – compounds protecting human hERG from proarrhythmic drug block | Q12809 | CHO-hERG, FluxOR thallium flux, dofetilide IC70 present | activation (rescue from dofetilide block), less the hit threshold, % at 10 µM | 310,000 tested, 0.51% active;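 active = activation above the mean of controls blocked by dofetilide plus 5 SD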;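 note: thallium influx through hERG after potassium depolarization seen as dye fluorescence rise; in these data hits start at about 4.7%; inactives centre near -7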
SKKanGAS inh – blocks kanamycin growth of S. pyogenes SKKanGAS strain | AID 1662 | inhibition, % at 7.5 µM | BacTiter-Glo, 6 h | 300,000 tested, 1.3% active;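 active = mean replicate score, as percent of positive control median, at least 50; inconclusive = mean below 50 but one replicate at or above 50; inactive = mean and every replicate below 50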;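 note: strain carries kanamycin resistance gene driven by streptokinase promoter and grows in 40 µg/ml kanamycin; loss of luminescence reflects streptokinase promoter inhibition or plain growth inhibition; 0% = median of DMSO wells and 100% = positive control at its reference dose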
HDAC3 inh – human HDAC3 inhibition | AID 2718 | inhibition, % at 8.3 µM | 320,000 tested, 0.15% active | recombinant HDAC3, fluorogenic peptide/trypsin coupled, fluorescence; in the data active = inhibition above about 26%, passing the limit was not always enough; inconclusive = no clear call, values can overlap the other calls
RGS4 act – RGS4 potentiation or activation; HEK293 M3R/inducible RGS4, carbachol calcium flux Fluo4; hits give low values; B-score at 10 µM; 310,000 tested, 0.92% active;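 active = B-score of the integrated calcium signal more than 4 SD below the library mean, with starting fluorescence not abnormally high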;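 note: negative B-score means reduced calcium response which marks RGS4 activation or potentiation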
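Assay system: Inducible-RGS4 HEK293 cells carrying M3 receptor | Schedule: Compound preincubation 20 min at room temperature before agonist | Signal: Kinetic calcium fluorescence imaging with Fluo4-AM dye, 2 µM | Read-out basis: B score from integrated fluorescence ratio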
ANO1 activ – activators or potentiators of mouse TMEM16A chloride channel; 340,000 tested, 0.3% active; Q8BHY3; B-score at 10 µM; AID 623877; HEK293 TMEM16A/YFP-H148Q/I152L, iodide quench fluorescence; hits give low values;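 active = fluorescence-ratio B-score plate-corrected deviation score at least 3 library SD below zero, with starting fluorescence score within 5 deviations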;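 note: channel opened by trigger with iodide after compound preincubation; score built on the fluorescence ratio of max minus min over baseline; more negative score means more quench and so TMEM16A activation or potentiation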
KCNK3 block – human KCNK3 channel inhibition, primary screen. B-score at 10 µM. 340,000 tested, 0.84% active. AID 602410. O14649. CHO-KCNK3 thallium flux, FluxOR fluorescence; hits give low values;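 active = B-score under library mean minus 4 SD, starting fluorescence ratio at most library mean plus 5 SD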;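 note: more negative B-score means stronger inhibition of thallium flux through KCNK3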
Target sequence (O14649 whole entry, looked up): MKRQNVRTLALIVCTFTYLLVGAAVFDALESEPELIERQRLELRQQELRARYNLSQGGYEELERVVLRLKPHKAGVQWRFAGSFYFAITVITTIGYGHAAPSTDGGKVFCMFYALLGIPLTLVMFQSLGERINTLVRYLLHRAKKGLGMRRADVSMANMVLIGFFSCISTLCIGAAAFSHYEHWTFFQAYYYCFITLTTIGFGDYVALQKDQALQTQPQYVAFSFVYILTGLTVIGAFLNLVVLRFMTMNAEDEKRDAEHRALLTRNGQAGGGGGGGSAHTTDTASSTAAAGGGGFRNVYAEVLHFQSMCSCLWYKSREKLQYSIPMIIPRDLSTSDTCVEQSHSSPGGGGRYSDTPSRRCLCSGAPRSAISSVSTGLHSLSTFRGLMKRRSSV
RGS4 inh – inhibitors of human RGS4; HEK293 M3R/RGS4 inducible, Fluo-4 calcium flux; hits give high values; triggered by carbachol at its EC20; 310,000 tested, 0.45% active; P49798; AID 463165; B-score at 10 µM;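 active = B-score, a plate-corrected calcium signal, over three deviations above library mean, with baseline fluorescence within five deviations of library mean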;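 note: RGS4 expression induced by doxycycline in cells with stable M3 receptor; B-score is computed from the integrated fluorescence ratio over baseline after carbachol; higher B-score means a larger calcium signal and so more RGS4 inhibition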
ANO1 block – mouse TMEM16A channel inhibition, primary screen. normalized B-score (activity score, 25-100; higher = stronger inhibition) at 10 µM. HEK293 TMEM16A/YFP iodide influx fluorescence, ionomycin. 310,000 tested, 1.2% active. Q8BHY3;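 active = ratio plate-corrected score three or more library SD toward inhibition, starting fluorescence score within five deviations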;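 note: score derived from kinetic fluorescence span divided by baseline fluorescence per well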
KCNK9 inh – blocks the human KCNK9 two-pore domain potassium channel | B-score at 10 µM | Q9NPC2 | HEK293 KCNK9, FluxOR thallium flux fluorescence; hits give low values | 310,000 tested, 1.2% active | AID 488922;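 active = ratio B-score over 3 SD below the library mean, with starting fluorescence within 5 SD of its mean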;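 note: negative B-score means less thallium flux so channel inhibition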
KCNQ1 block – inhibitors of human KCNQ1 potassium channel; P51787; CHO-K1 KCNQ1, FluxOR thallium flux fluorescence; hits give high values; B-score at 10 µM; 310,000 tested, 1.3% active; AID 2642;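 active = compounds whose thallium flux B-score, printed positive for inhibition, exceeds three library SD while starting fluorescence stays within three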;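 note: channel opened by potassium depolarization with thallium stimulus after 20 min compound exposure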
The depositor's hits bear a star; i = inactive; ? = inconclusive; nt = no result given.

smiles | KCNQ1 act | KCNK3 block | ANO1 block | KCNQ1 block | HDAC3 inh | hERG rescue | KCNK9 inh | RGS4 act | RGS4 inh | SKKanGAS inh | ANO1 activ
O=C(COC(=O)C1CCCCC1)Nc1cc([N+](=O)[O-])ccc1F | i | i | i | i | 11 | -17 | i | i | i | 3 | i
CCC(C)c1ccc(NC(=O)CC(C)=O)cc1 (stereo not given) | i | i | i | i | 0 | -10 | i | i | i | -8 | i
N#C/C(=C\c1cccs1)C(=O)Nc1nccs1 | i | i | i | i | -1 | -7 | i | i | i | -3 | i
COCCNc1nc2sc3c(c2c(=O)n1Cc1ccco1)CCCCC3 | i | i | i | i | 2 | -7 | i | i | i | 15 | i
COCc1cc(=O)[nH]c(-c2ccc(C(F)(F)F)cc2)n1 | i | i | i | i | 0 | -5 | i | i | i | -5 | i
Fc1ccccc1Nc1nc(N2CCOCC2)nc(N2CCOCC2)n1 | i | i | i | i | -5 | -10 | i | i | i | -3 | i
CSc1nc2c(c(=O)[nH]1)C(c1ccccc1Cl)CC(=O)N2 (stereo not given) | i | i | i | i | -5 | 9.7* | i | i | i | -1 | i
CCCc1cc(=O)oc2cc3occ(C)c3cc12 | i | i | i | i | -6 | -16 | i | i | i | 6 | i
CCCC(C)NC(=O)c1ccc(F)cc1 (stereo not given) | i | i | i | i | 0 | -1 | i | i | i | 0 | i
C/C(=N\NC(=O)c1ccncc1)c1cccc(NC(=O)c2ccc(C(C)(C)C)cc2)c1 | i | i | i | i | 0 | -12 | i | i | i | 13 | i
Cc1ccc(C2(c3noc(CN(C)Cc4cnn(C)c4)n3)CCCC2)cc1 | i | i | i | i | -7 | -5 | i | i | i | -1 | i
O=Cc1c(NC2CCCCC2)c2ccccc2[nH]c1=O | i | i | i | i | ? | -6 | i | i | i | -2 | i
COc1ccccc1C(=O)NCCC(=O)NCC(c1ccc(F)cc1)N1CCOCC1 (stereo not given) | i | i | i | i | 1 | -11 | i | i | i | -2 | i
Cc1cc(C)c(C#N)c(SCC(=O)NN2CC(=O)N(c3ccccc3F)CC2=O)n1 | i | i | i | i | -3 | -3 | i | i | i | 5 | i
CCOc1ccc(NC(=O)C2CC(=O)N=C(N)S2)cc1 (stereo not given) | i | i | i | i | 5 | -7 | i | i | i | 0 | i
COc1ccccc1CNC(=O)COC(=O)c1cccnc1SCC(=O)NCc1ccccc1OC | i | i | i | i | -6 | -16 | i | i | i | 7 | i
COc1ccccc1-n1cc(-c2ccc(Cl)cc2)[nH]c1=O | i | i | i | i | -10 | -2 | i | i | i | -1 | i
O=C(CCSc1ccc(Cl)cc1)NC1CCCCC1 | i | i | i | i | -5 | -6 | i | i | i | 4 | i
O=C(O)c1ccccc1C(=O)N1CC=C(c2ccccc2)CC1 | i | i | i | i | -3 | -5 | i | i | i | -4 | i
COc1ccc2c(c1)C(=O)CCC2c1ccccc1 (stereo not given) | i | i | i | i | -7 | -6 | i | i | i | -3 | i
COc1ccc(CN(CC(=O)NC2CCCCC2)C(=O)CCCC(=O)Nc2ccccn2)cc1 | i | i | i | i | -12 | -10 | i | i | i | -4 | i
Cc1ccc(NC(=O)CSc2nnc(CNC(=O)c3ccco3)n2C)cc1C | i | i | i | i | nt | -7 | i | i | i | 4 | i
Cc1nc(-c2cccc(NS(C)(=O)=O)c2)cs1 | i | i | i | i | -1 | -3 | i | i | i | -2 | i
CC(=O)N1CCN(c2ccc([N+](=O)[O-])c(-n3nc(C)cc3C)c2)CC1 | i | i | i | i | 2 | -10 | i | i | i | -11 | i
Cc1ccc(S(=O)(=O)Nc2cnc3ccccc3c2)cc1 | i | i | i | i | -9 | -6 | i | i | i | 3 | i
COc1cc(NC(=S)NC(=O)C(C)C)ccc1NC(=O)c1cc2ccccc2o1 | i | i | i | i | 0 | -10 | i | i | i | -3 | i
Nc1nonc1-n1nnc(C(=O)N/N=C/c2ccncc2)c1-c1cccs1 | i | i | i | i | 3 | -2 | i | i | i | -4 | i
O=C(CCN1C(=O)c2ccccc2S1(=O)=O)Nc1ccc(F)cc1F | i | i | i | i | 16 | -8 | i | i | i | 0 | i
Cc1ccc(SC2CC(=O)N(c3ccc4c(c3)OCCO4)C2=O)cc1 (stereo not given) | i | i | i | i | -1 | -15 | i | i | i | -3 | i
COc1ccc(-n2ccnc2SCC(=O)NCc2ccco2)c(OC)c1 | i | i | i | i | 6 | -8 | i | i | i | 0 | i
COc1cccc(NC(=S)NC(=O)/C=C/c2ccc(F)cc2)c1 | i | i | i | i | -13 | -3 | i | i | i | -1 | i
O=C(O)CCC/C=C\C[C@@H]1[C@@H](/C=C/[C@@H](O)COc2cccc(Cl)c2)[C@H](O)C[C@@H]1O | i | i | i | i | -4 | -10 | i | i | i | 1 | i
CC(C)C(NC(=O)C1CCCCC1)C(=O)N1CCN(c2ccc(F)cc2)CC1 (stereo not given) | i | i | i | i | 6 | -8 | i | i | i | -1 | i
CCN1CCN(C(=O)c2ccccc2N(Cc2ccccc2)S(C)(=O)=O)CC1 | i | i | i | i | 6 | -3 | i | i | i | -4 | i
COc1ccccc1NC(=O)c1ccccc1NS(C)(=O)=O | i | i | i | i | -4 | -8 | i | i | i | 2 | i
O=C1c2ccccc2C(Nc2ccc(Cl)cn2)N1c1cccnc1 (stereo not given) | i | i | i | i | 1 | -6 | i | i | i | -1 | i
Cc1ccc(OCCSc2nc3ccccc3n2CC(=O)O)cc1 | i | i | i | i | 8 | -4 | i | i | i | 2 | i
Cc1ccc(-n2c(SCC(=O)OC(C)C)nnc2-c2ccncc2)cc1 | i | i | i | i | 2 | -1 | i | i | i | -1 | i
Cc1ccc(C)c(Cn2c3ccccc3c3cnn(CC(=O)NCCCN4CCCCC4)c(=O)c32)c1 | i | i | i | i | -3 | -15 | i | i | i | 13 | i
CC(=O)c1ccc(NC(=S)N2CCCC(CO)C2)cc1 (stereo not given) | i | i | i | i | 3 | -8 | i | i | i | -6 | i
CC(=O)C1=C(O)C(=O)N(Cc2ccccc2)C1c1ccc(N(C)C)cc1 (stereo not given) | i | i | i | i | 3 | -6 | i | i | i | 6 | i
CCOc1ccc(NC(=O)c2nccnc2CO)cc1 | i | i | i | i | 1 | -3 | i | i | i | 5 | i
CCCc1c(C)nn(C(=O)/C(C#N)=N/Nc2ccccc2[N+](=O)[O-])c1C | i | i | i | i | 2 | -8 | i | i | i | -5 | i
CC(=O)Nc1ccc(S(=O)(=O)Nc2nnc(C(C)C)s2)cc1 | i | i | i | i | 1 | -23 | i | i | i | -1 | i
O=C(O)CCc1nc2ccccc2n(CCc2ccccc2)c1=O | i | i | i | i | -1 | -5 | i | i | i | 2 | i
O=C(C1CCC(=O)N(C2CC2)C1)N(CCO)Cc1ccccc1 (stereo not given) | i | i | i | i | -3 | -6 | i | i | i | 1 | i
COc1ccccc1N1CCN(C2CCCN(C(=O)CCn3cncn3)C2)CC1 (stereo not given) | i | i | i | i | -5 | -12 | i | i | i | 0 | i
COc1cccc(CN(C)CC(=O)Nc2ccccc2C(C)C)c1 | i | i | i | i | 10 | -15 | i | i | i | -3 | i
Cc1cccc(-c2nc3c(c(SCC(=O)N(C)C)n2)CCCC3)c1 | i | i | i | i | 5 | -8 | i | i | i | 2 | i
CCC(=O)NNc1ccc(Br)cc1 | i | i | i | i | -5 | -4 | i | i | i | 8 | i
Cc1ccc(C2(C)NC(=O)N(CC(=O)Nc3ccc4c(c3)OCO4)C2=O)cc1 (stereo not given) | i | i | i | i | -3 | -11 | i | i | i | 1 | i
CC1=C(C(=O)Nc2ccccc2)C(c2ccco2)NC(=S)N1 (stereo not given) | i | i | i | i | 4 | -6 | i | i | i | -3 | i
S=c1[nH]nc(-c2ccccc2)o1 | i | i | i | i | -8 | -4 | i | i | i | -2 | i
CCC(C)(C)n1nnnc1C(c1ccc(C)cc1)N1CCN(Cc2cccnc2)CC1 (stereo not given) | i | i | i | i | 0 | -9 | i | i | i | 3 | i
Cc1c(C(=O)N(C)CCC#N)oc2ccc(S(=O)(=O)N3CC(C)CC(C)C3)cc12 (stereo not given) | i | i | i | i | -1 | -5 | i | i | i | 1 | i
CCOC(=O)C1=C(C)OC(N)=C(C#N)C1c1ccsc1 (stereo not given) | i | i | i | i | -2 | -6 | i | i | i | -4 | i
Cc1cccc(-c2nnc(NC(=O)c3ccc(N4C(=O)CCC4=O)cc3)s2)c1 | i | i | i | i | -1 | -7 | i | i | i | 2 | i
COc1ccc(NS(=O)(=O)c2cccc(C(=O)N3CCCCCC3)c2)cc1 | i | i | i | i | -3 | -14 | i | i | i | -4 | i
Cc1ccc2c(c1)c1c(c(=O)n(-c3ccccc3)c(=O)n1CC(=O)NCC1CCCO1)n2C (stereo not given) | i | i | i | i | -15 | -11 | i | i | i | -2 | i
CCC(C)(C(=O)NC1CCCCC1)N(C(=O)c1ccccn1)c1ccccc1 (stereo not given) | i | i | i | i | -3 | -11 | i | i | i | 2 | i

Following part
smiles | KCNQ1 act | KCNK3 block | ANO1 block | KCNQ1 block | HDAC3 inh | hERG rescue | KCNK9 inh | RGS4 act | RGS4 inh | SKKanGAS inh | ANO1 activ
O=C(N/N=C/c1coc2ccccc2c1=O)c1cccc([N+](=O)[O-])c1 | i | i | i | 7* | -4 | -8 | i | i | i | -1 | i
Cc1nn(-c2ccc(F)cc2)c(C)c1CN1CCN(Cc2ccccc2)C(CCO)C1 (stereo not given) | i | i | i | i | 11 | -3 | i | i | i | 4 | i
CCOc1ccc(N2C(=O)c3cccnc3C2=O)cc1 | i | i | i | i | 6 | -3 | i | i | i | -8 | i
COc1ccc(C2/C=C\CN(Cc3ccncc3)CC(=O)N2Cc2ccc(F)cc2)cc1 (stereo not given) | i | i | i | i | -1 | -13 | i | i | i | -1 | i
CCOC(=O)C1CCN(CCC(=O)Nc2ccc(Br)cc2)CC1 | i | i | i | i | -5 | -8 | i | i | i | 2 | i
C/C(=N\N=c1/sc2ccccc2n1C)c1ccccn1 | i | i | i | i | 8 | -9 | i | i | i | 0 | i
COc1ccc(-c2cccc(NC(=O)c3cccs3)c2)nn1 | i | -10* | i | i | 6 | -16 | -9.1* | i | i | 22 | i

Rows were taken by chance; 6.3% or so of the library scored in one or more.
